# Screening data from PubChem BioAssay.
# CendR NRP1 mod: alters CendR peptide binding to human NRP-1; 0.85% of 360,000 active; O14786; inhibition, % at 25 µM; FAM-RPARPAR peptide binding to NRP-1, fluorescence polarization; AID 602438;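 active = inhibition or corrected inhibition above about 18%, plus a signal ratio from 0.5 to 1.5, limit read from the data, passing the limit was not always enough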; also: strong numbers were not always called active
# bovine MsrA act: activates bovine MsrA enzyme; purified bovine MsrA, absorbance read-out; 0.3% of 360,000 active; activation, % at 10.6 µM; AID 602163; in the data active = activation above about 7.5%;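 also: 0% = vehicle and 100% = reference activator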
# PABP1 MLLE inh: inhibitors of microRNA-mediated deadenylation, human PABP1 MLLE binding; P11940; GST-MLLE / FITC-PAM2 fluorescence polarization; inhibition, % at 20 µM; 0.36% of 360,000 active; in the data active = inhibition above about 35%, passing the limit was not always enough;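 also: plate controls were DMSO wells with GST-MLLE for no effect and wells lacking GST-MLLE protein for full effect; some results filed as inactive read as strong as hits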
# MsrA inh: inhibits bovine methionine sulfoxide reductase A | purified bovine MsrA, absorbance read-out | inhibition, % at 15.5 µM | 0.75% of 360,000 active | AID 651718; in the data active = inhibition above about 4.5%;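 also: 0% = vehicle wells with enzyme and 100% = reference inhibitor wells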
# Tb MetRS inh: blocks T. brucei methionyl-tRNA synthetase activity. purified T. brucei MetRS, ATP depletion, Kinase-Glo luminescence. inhibition, % at 11.9 µM. 0.4% of 360,000 active. AID 624268;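 active = inhibition above a per-plate cutoff of the control wells' mean inhibition plus 3 SD, cut at about 5.5% in these data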;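 also: 0% = DMSO wells median and 100% = median of wells with control inhibitor compound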
#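 Material – parasite MetRS enzyme · Medium – HEPES-MgCl2-KCl buffer plus DTT, spermine, BSA, pyrophosphatase · Reagent – ATP, methionine and E. coli bulk tRNA substrates · Times – 15 min enzyme-compound preincubation, 2 h reaction, 10 min detection, 25 °C · Measured by – luminescence of leftover ATP · Evaluation – percent inhibition relative to median high and low control wells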
# E coli Lon inh: E. coli protease La inhibition | P0A9M0 | purified E. coli Lon protease, fluorescence polarization | inhibition, % at 7.94 µM | 0.42% of 360,000 active | AID 602123; in the data active = inhibition above about 13%, passing the limit was not always enough;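 also: 0% = enzyme with probe and DMSO and 100% = no enzyme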
# Target sequence (P0A9M0 whole entry, looked up): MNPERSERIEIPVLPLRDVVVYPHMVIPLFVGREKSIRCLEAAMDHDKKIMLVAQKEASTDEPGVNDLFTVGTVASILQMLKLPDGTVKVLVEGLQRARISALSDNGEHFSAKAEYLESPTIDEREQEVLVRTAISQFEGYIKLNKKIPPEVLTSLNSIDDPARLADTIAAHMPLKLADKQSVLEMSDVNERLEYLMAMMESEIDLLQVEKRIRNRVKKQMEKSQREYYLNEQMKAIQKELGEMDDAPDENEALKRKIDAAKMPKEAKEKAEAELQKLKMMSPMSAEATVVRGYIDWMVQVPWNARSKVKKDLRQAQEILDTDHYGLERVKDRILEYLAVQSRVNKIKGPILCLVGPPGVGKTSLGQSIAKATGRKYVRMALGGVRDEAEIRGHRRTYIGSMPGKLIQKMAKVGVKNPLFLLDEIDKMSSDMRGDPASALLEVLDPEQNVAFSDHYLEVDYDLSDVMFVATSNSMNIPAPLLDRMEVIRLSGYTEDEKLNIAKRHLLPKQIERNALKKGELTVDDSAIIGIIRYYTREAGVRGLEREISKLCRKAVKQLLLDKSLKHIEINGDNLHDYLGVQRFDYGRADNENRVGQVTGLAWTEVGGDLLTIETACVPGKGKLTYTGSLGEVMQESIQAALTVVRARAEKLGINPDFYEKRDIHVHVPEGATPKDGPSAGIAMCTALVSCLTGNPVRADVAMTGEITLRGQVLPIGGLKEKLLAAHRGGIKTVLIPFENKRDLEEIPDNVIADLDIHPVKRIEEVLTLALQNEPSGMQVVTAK
# SKN-1 block: blocks SKN-1 activity in C. elegans; C. elegans VP596 Pgst-4::GFP/RFP ratio, acrylamide-induced, 24 h; inhibition, % at 21.8 µM; 0.49% of 360,000 active; AID 624304;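 active = interference check ratio from 0.5 to 1.5 plus GFP to RFP signal ratio inhibition reaching or exceeding a fixed threshold, cut at about 30% in these data, passing the limit was not always enough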; also: some compounds called inactive have numbers as strong as hits
# MT1-MMP act inh: inhibitors of human MT1-MMP activation; P50281; HT1080 RFP-PRO-GFP cells, GFP/RFP ratio fluorescence, overnight; percent of plate control window, DMSO zero; 0.061% of 360,000 active; AID 651647; GFP/RFP ratio change, % at 20 µM;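 active = GFP/RFP ratio change of at least 30% with cell ATP level not reduced by more than half and red fluorescence within 50% of control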; also: strong numbers were not always called active
#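 Assay system: HT1080 cells carrying an RFP-PRO-GFP reporter | Dosing: Single dose of 20 µM compound, 1% DMSO final | Incubation: Cells overnight before dosing, compound overnight, 37 °C, 5% CO2 | Evaluation: GFP/RFP fluorescence ratio | Control set: DMSO and RFP-L50D-GFP cell wells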
# FAS-TE inh: FAS thioesterase (human) inhibition; inhibition, % at 15 µM; P49327; 0.67% of 360,000 active; AID 602261; recombinant FAS-TE, OMFH fluorogenic substrate, fluorescence endpoint;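 active = compounds whose normalised, plate-corrected inhibition of enzyme fluorescence in the single-dose primary screen is 50% or more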;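 also: 0% = DMSO with enzyme and 100% = substrate without enzyme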
# The depositor's hits bear a star; x = no result given; & = joins results of further samples.
SMILES,CendR NRP1 mod,bovine MsrA act,PABP1 MLLE inh,MsrA inh,Tb MetRS inh,E coli Lon inh,SKN-1 block,MT1-MMP act inh,FAS-TE inh
COc1ccc(C(C)=O)cc1CSc1ncccn1,-1.9,-11.2,-8.1,-0.9,-0.2,-4.5,1.6,-2.4,-5.9
Cc1nn(C)c(C)c1/C=N/N=C1\CCC2C3CCc4cc(O)ccc4C3CCC12C (stereo not given),-7.3,-1.0,-9.9,1.1,0.1,-5.4,-15.4,2.7,-2.0
C=CCn1c(CCNC(=O)c2cccs2)nnc1SCC(=O)Nc1cccc(C(C)=O)c1,-2.2,-2.3,-10.6,-0.8,-0.6,6.2,22.1,-1.1,-5.9
COc1ccc2c(c1)cc(C(=O)N[C@H](C(=O)N1CCC(C(=O)O)CC1)C(C)C)n2C,1.4,-1.0,5.5,0.5,0.4,-2.9,13.4,1.5,-7.0
Cc1noc(C)c1NC(=O)N(C)C[C@H]1Oc2c(NS(=O)(=O)c3cccs3)cccc2C(=O)N([C@H](C)CO)C[C@@H]1C,11.7,-2.2,-7.2,-0.7,-0.5,6.4,9.8,-0.5,-5.2
O=C(COC(=O)Cc1ccsc1)NCc1ccc(Cl)cc1,7.5,-3.8,-0.1,0.5,-0.3,3.2,-0.9,-2.2,-2.6
O=C(Cn1nc(C(F)F)cc1C1CC1)NCCC1=CCCCC1,-8.4,-2.3,-3.4,0.0,-1.3,-4.6,8.6,2.1,-3.8
O=C(O)Cn1c(SCCOc2ccccc2)nc2ccccc21,-15.6,-3.1,3.0,0.3,0.1,-3.1,-1.5,-2.0,4.0
CC1CCC(NC(=O)CCS(=O)(=O)c2ccc3c(c2)NC(=O)CS3)CC1 (stereo not given),-4.9,-1.2,3.9,0.1,-0.1,-3.0,-7.3,-4.4,-4.4
O=C(Nc1ncccn1)c1ccc([N+](=O)[O-])cc1,-12.8,-12.5,-7.5,-0.3,-1.5,-3.0,-3.6,-3.3,-5.1
O=C(COc1ccc([N+](=O)[O-])cc1Cl)NCC1CCCO1 (stereo not given),13.3,-3.8,3.6,0.6,-0.5,-4.3,-5.6,-0.1,-8.9
CCc1cccc2cc3c(N)c(C(=O)Nc4ccc(S(=O)(=O)N5CCCC5)cc4)sc3nc12,131.3,-5.3,8.0,0.5,0.2,-108.0,13.5,-189.2,-50.8
Cc1cc(C)nc(SCCS(=O)(=O)Cc2ccccc2)n1,6.1,-3.7,0.2,-1.0,-0.7,-6.7,10.2,1.3,-2.4
Cc1ccc(NC(=O)Nc2nc3ccccc3s2)cc1NC(=O)Nc1nc2ccccc2s1,-3.1,-1.1,2.2,0.6,-1.1,-5.7,29.6,-2.6,1.0
Cc1cc([N+](=O)[O-])nn1CC(=O)Nc1ccccn1,0.9,-1.7,11.5,0.7,-0.5,2.1,9.5,2.0,-7.4
Cc1cc(C(=O)CSc2nc3ccccc3c(=O)[nH]2)c(C)n1CC1CCCO1 (stereo not given),-15.2,-4.8,20.6,-0.7,-0.4,-0.1,-3.9,-0.6,1.7
CC(CNCCCn1ccc(NC(=O)OCc2ccccc2)nc1=O)c1ccccc1 (stereo not given),-0.8,-0.1,1.6,-1.1,0.9,-3.5,12.9,2.5,-6.4
O=C(C[C@H]1C[C@H](C(=O)N2CCOCC2)[C@@]2(CCC3CCCC3)c3[nH]c4cc(-c5ccco5)ccc4c3CCN2C1=O)NCCC1=CCCCC1,-40.9,-3.0,-21.4,x,-1.2,-1.1,6.0,-10.3,27.5
CC(C)C(C(=O)NCc1ccco1)N(C(=O)CNS(=O)(=O)c1ccc(Cl)cc1)C1CCCC1 (stereo not given),4.6,-2.8,-5.3,-0.1,-1.5,-4.5,9.3,4.1,11.8
CC1CN(c2nc3c(c(=O)n(C)c(=O)n3C)n2Cc2c(Cl)cccc2Cl)CC(C)O1 (stereo not given),-5.9,-4.3,13.7,-1.1,-0.5,-4.8,-0.8,0.9,7.0
Cc1csc(NC(=O)CSc2ncn(-c3ccccc3)n2)n1,4.0,-3.1,5.0,0.5,-0.1,1.7,21.5,-3.4,-5.1
Cc1ccc(OCC(=O)NCCCNC(=O)c2ccccn2)cc1,13.2,-1.2,6.3,-0.7,-0.3,-7.4,14.6,-2.7,-2.8
CCOc1ccc(-c2csc(NC(=O)c3ccc(S(=O)(=O)N4CCc5ccccc5C4)cc3)n2)cc1,2.3,-3.2,19.1,-0.3,0.1,-4.2,1.8,3.0,32.5
Cc1ccc(S(=O)(=O)N2CCN(C(=O)c3c(-c4ccccc4)noc3C)CC2)cc1,1.2,-3.4,-22.6,-0.4,-1.2,6.9,13.5,-5.2,10.3
CC(=O)N1c2ccccc2C2CCCC[C@@H]21 (stereo not given in full),12.5,-1.5,10.5,1.0,0.1,-3.7,-7.2,1.0,-8.5

# Structures shown so far with a COOH group, in the order listed:
SMILES,CendR NRP1 mod,bovine MsrA act,PABP1 MLLE inh,MsrA inh,Tb MetRS inh,E coli Lon inh,SKN-1 block,MT1-MMP act inh,FAS-TE inh
COc1ccc2c(c1)cc(C(=O)N[C@H](C(=O)N1CCC(C(=O)O)CC1)C(C)C)n2C,1.4,-1.0,5.5,0.5,0.4,-2.9,13.4,1.5,-7.0
O=C(O)Cn1c(SCCOc2ccccc2)nc2ccccc21,-15.6,-3.1,3.0,0.3,0.1,-3.1,-1.5,-2.0,4.0

# The listing picks up, repeating the 4 entries before the break.
SMILES,CendR NRP1 mod,bovine MsrA act,PABP1 MLLE inh,MsrA inh,Tb MetRS inh,E coli Lon inh,SKN-1 block,MT1-MMP act inh,FAS-TE inh
Cc1ccc(OCC(=O)NCCCNC(=O)c2ccccn2)cc1,13.2,-1.2,6.3,-0.7,-0.3,-7.4,14.6,-2.7,-2.8
CCOc1ccc(-c2csc(NC(=O)c3ccc(S(=O)(=O)N4CCc5ccccc5C4)cc3)n2)cc1,2.3,-3.2,19.1,-0.3,0.1,-4.2,1.8,3.0,32.5
Cc1ccc(S(=O)(=O)N2CCN(C(=O)c3c(-c4ccccc4)noc3C)CC2)cc1,1.2,-3.4,-22.6,-0.4,-1.2,6.9,13.5,-5.2,10.3
CC(=O)N1c2ccccc2C2CCCC[C@@H]21 (stereo not given in full),12.5,-1.5,10.5,1.0,0.1,-3.7,-7.2,1.0,-8.5
CCN1CCN(C(=O)CSc2nc(N)cc(N)n2)CC1,-11.2,-3.5,3.3,1.0,-0.3,-4.7,0.9,-3.1,-5.9
Cc1ccc(-n2c(-c3cccc(C)c3)n[nH]c2=S)cc1,-1.1,-10.3,-17.1,-1.0,-2.2,-9.2,-14.6,5.3,-6.8
CCn1c(C)nc([N+](=O)[O-])c1Sc1ccc(F)cc1,-1.4,-0.4,14.2,0.4,-0.3,1.4,3.7,1.2,-2.0
COc1ccc(/C=C(/NC(=O)c2ccccc2OC)C(=O)Nc2ccc(C(=O)O)cc2)cc1,12.0,-6.4,-5.1,2.5,0.0,-6.2,11.1,-1.6,-2.0
COC(=O)c1sc2cc(C(F)(F)F)cnc2c1-c1ccccn1,8.6,-7.0,3.8,-0.3,-0.8,-4.3,-2.9,1.9,-2.9
COc1ccc(N2CCN(c3oc(-c4ccc(OC)c(OC)c4)nc3C#N)CC2)cc1,18.1,1.8,2.1,0.3,-0.7,-2.5,-5.0,1.6,22.7
c1cc(-n2cnnn2)ccc1NC1=NCCC1,0.0,0.8,0.1,1.5,-0.4,-0.1,-5.8,-8.7,-0.8
Cc1ccc(N2C(=O)CC(N3CCc4ccccc43)C2=O)cc1Cl (stereo not given),-1.9,-3.9,10.3,0.4,0.0,7.4,12.6,1.5,-1.3
Cn1c(=O)c2cc(NC(=S)NC3CC3)ccc2n1Cc1ccccc1,-6.7,-0.3,-15.0,0.3,0.3,-2.9,-4.5,0.4,-4.6
CC(=O)c1ccc(S(=O)(=O)N2CCN(C(C)C(=O)N(C)Cc3ccccc3)CC2)cc1 (stereo not given),0.8,-0.4,3.3,0.1,-0.5,-8.5,11.2,5.7,-1.1
CC(C)CC1NC(=O)N(CC(=O)Nc2ccc3c(c2)OCCO3)C1=O (stereo not given),9.4,12.6*,-1.1,-1.0,-0.2,-5.5,13.2,-1.7,-8.3
Cc1ccc(SCC(=O)OCC(=O)NC2(C#N)CCCCC2)cc1,-2.6,-2.5,3.3,-0.5,0.1,-11.4,14.4,3.6,-2.3
CC(=O)NC(=S)Nc1ccc(NC(=S)NC(=O)c2ccc([N+](=O)[O-])cc2)cc1,-10.1,-2.1,37.3,-0.2,-0.5,21.3*,-4.2,10.5,1.2
Cc1cc(NCc2ccco2)n2c(nc3ccccc32)c1C#N,-48.8,-7.8,-20.4,-0.8,-0.2,-63.2,-2.0,-55.0,3.3
CCCn1nnc(NC(=S)NC(=O)/C=C/c2ccc(Cl)cc2)n1,-0.1,-3.0,6.2,0.1,-0.2,5.1,11.2,1.1,5.5
CCOC(=O)c1c(C)oc2ccc(NS(=O)(=O)c3ccc4c5c(cccc35)C(=O)N4)cc12,6.3,-4.5,-7.5,0.5,-0.2,-1.2,-2.4,5.8,30.2
CN(CCOc1ccc(CC2SC(=O)NC2=O)cc1)c1ccccn1 (stereo not given),1.2&-9.0,-2.5&-2.9,-19.8&-19.6,-0.4&-0.1,0.0&-0.5,-3.7&8.3,-9.8&19.4,3.2&2.5,-4.1&-0.1
COc1ccc(S(=O)(=O)N/N=C(/C)c2ccncc2)cc1,-1.3,-12.4,3.7,-0.3,-0.7,-1.4,-3.7,0.2,-5.0
Cc1ccc(S(=O)(=O)N2CCCCC2)cc1NS(=O)(=O)c1cccc(C(=O)O)c1,3.8,-7.2,9.6,0.1,-0.9,-0.5,5.4,-0.9,-12.3
CN(c1cccc(NC(=O)c2ccccc2N(Cc2ccccc2)S(C)(=O)=O)c1)S(C)(=O)=O,-1.3,-2.8,-0.8,-0.1,-0.3,2.0,-3.8,-5.2,-0.2
Cc1ccnc(N2CCC(C(=O)Nc3nnc(C)s3)CC2)n1,-6.4,-3.7,-1.8,2.0,-1.7,-1.7,1.1,2.1,-6.3
O=C(COC(=O)c1cc(-c2ccccc2Cl)nc2ccccc12)Nc1ncc(C(F)(F)F)cc1Cl,10.7,-7.2,-11.3,1.0,-0.6,-4.3,-6.9,-3.2,14.4
COc1ccc(-n2nc(C(=O)NCC(=O)Nc3cccc(Cl)c3)c3ccccc3c2=O)cc1,6.7,-1.2,-2.6,1.7,-0.5,-7.1,10.6,5.4,21.3
CCC(NC(=O)c1ccccc1NC(=O)c1ccco1)C(=O)NNC(=O)c1ccc(OC)cc1 (stereo not given),4.0,-0.8,6.6,-0.5,0.0,1.7,16.8,-2.9,-8.9
CCn1c(SCc2ccccc2)nc2ccccc2c1=O,-0.1,-2.0,4.3,-0.4,-0.1,8.4,3.2,1.0,25.5
O=C(NCc1ccccn1)C1CCN(S(=O)(=O)N2CCCC2)CC1,7.7,-1.3,0.2,1.1,0.1,4.4,15.7,-2.3,-7.2
CNc1nc(Oc2ccc3sc(C)nc3c2)c2sccc2n1,-10.1,1.2,22.4,-0.3,-0.1,2.3,9.5,0.0,-3.7
CCCNS(=O)(=O)c1ccc(CCC(=O)N2CCC(C)CC2)cc1,0.0,-1.8,7.6,0.7,-0.1,0.1,13.9,2.9,-0.6
Cc1csc(NC(=O)CCCc2cccs2)n1,10.5,-3.2,0.9,1.6,-0.2,-3.2,-10.2,-1.9,-2.3
N#Cc1ccccc1CSc1nc(O)cc(=O)[nH]1,4.2,-4.8,3.4,-0.6,-0.6,-1.3,-5.7,-1.6,-5.8
